GLP-1R agonist = activates the human GLP-1 receptor | Potency, µM (top dose mostly 45.6 µM), for the others: top-dose activation, hits mostly activators | P43220 | hit rate 0.007% among 380,000 | HEK293 GLP-1R CRE-luciferase, luminescence, 4-6 h; cells express a hypersensitive GLP-1R form | AID 624172; also: potency is read from the fitted curve at half-maximal effect; % of control where 0% means no effect
Target sequence (P43220 whole entry, looked up): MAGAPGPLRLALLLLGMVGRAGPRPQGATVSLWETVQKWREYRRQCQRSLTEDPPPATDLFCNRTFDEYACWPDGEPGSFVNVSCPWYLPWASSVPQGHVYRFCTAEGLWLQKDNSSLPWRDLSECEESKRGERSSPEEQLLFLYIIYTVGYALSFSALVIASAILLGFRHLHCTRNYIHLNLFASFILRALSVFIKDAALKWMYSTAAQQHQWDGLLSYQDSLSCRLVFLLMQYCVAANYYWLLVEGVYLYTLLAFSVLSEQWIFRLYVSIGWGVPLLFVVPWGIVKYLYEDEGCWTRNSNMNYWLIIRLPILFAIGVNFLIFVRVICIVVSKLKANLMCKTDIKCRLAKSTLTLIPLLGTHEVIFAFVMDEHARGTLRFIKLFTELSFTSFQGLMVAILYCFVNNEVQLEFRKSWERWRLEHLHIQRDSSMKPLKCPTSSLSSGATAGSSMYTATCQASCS
GLP1R inv ag = acts as inverse agonist at human GLP-1 receptor | hit rate 1.6% among 410,000 | Potency, µM (top dose mostly 38.3 µM), without a hit: top-dose activity change, negative = inhibition, hits mostly inhibitors | P43220 | HEK293 GLP-1R CRE-luciferase, luminescence, 24 h; GLP-1R form is constitutively active; also: potency is read from the fitted curve at half-maximal effect; % is scaled to controls: 0 for no effect and ±100 for the full control effect; nearly all actives have a fitted effect of over 55% in size
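GLP-1R inverse agonism mode: basal reporter luminescence in engineered HEK293 cells measured after one day of compound exposure at 37 deg C, with a 12 min room-temperature detection step.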
PLK1 PBD block = inhibitors of human PLK1 polo-box domain binding. hit rate 2.8% among 360,000. Potency, µM, for inactives: max response, negative = inhibition, hits mostly inhibitors. P53350. Plk1 PBD binding of FITC phosphopeptide, fluorescence polarization; also: potency is read from the fitted curve at half-maximal effect; series mostly up to about 57 µM; % is scaled to controls: 0 for no effect and ±100 for the full control effect; nearly all actives have a fitted effect of over 65% in size
IL-2 act = IL-2 activation; IL-2 activation reporter assay, cell-based qHTS; stimulated with anti-CD3/CD4/CD28 beads; in transgenic mouse T cells; activation, % (series mostly up to about 46 µM); hit rate 0.065% among 360,000; AID 652025; in the data active = activation above about 50%; inconclusive = mostly about 30% to 49%; also: 0% is about no effect
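Quantitative HTS in unstimulated transgenic mouse T cells, with memory T cells as non-tolerant control and PMA/ionomycin as tolerance-bypass control. Compound pretreatment lasted 60 minutes before 18 h bead stimulation; EGFP/DsRed fluorescence read.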
GLP1R cytotox = cytotoxicity in counter-screen for GLP-1R inverse agonists. HEK293 cAMP-luciferase reporter cells, luminescence, 24 h. Potency, µM (series often up to 38.3 µM), for the others: at the top dose activity change, negative = inhibition, usual class: inhibitors. hit rate 0.13% among 410,000. AID 624418;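 also: loss of luciferase light is scored as toxicity; potency is read from the fitted curve at half-maximal effect; % is scaled to controls: 0 for no effect and ±100 for the full control effect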
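A 23 nL compound transfer followed 12 hours of cell culture at 37 deg C; exposure then lasted 24 hr. Luciferase assay detection reagent was dispensed and plates read for luminescence after a 12 min room-temperature wait.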
D3 antag = antagonists of human D3 dopamine receptor. P35462. D3R cells, DiscoveRx beta-arrestin luminescence, antagonist mode; stronger effect = lower value. max response, negative = inhibition, %. hit rate 2.5% among 360,000. AID 652054; in the data active = max response below about -50%; inconclusive = no clear call, values can overlap the other calls; also: % is scaled to controls: 0 for no effect and ±100 for the full control effect; mostly tested at two doses, the higher about 12 µM
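Cells expressing the human receptor were seeded at 1500 cells/well, incubated overnight at 37 degrees C in 5% CO2, then exposed to library compounds with dopamine controls for 90 minutes at 37 degrees C before luminescent detection.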
PI5P4K alpha inh = PI5P4K alpha (human) kinase inhibition | PI5P4Kalpha enzyme, ADP-Glo luminescence, 60 min; stronger effect = lower value | max response, % | hit rate 1.2% among 330,000 | AID 652105; active = max response of -50% or lower; inconclusive = between -30% and -50%; inactive = -30% or higher; also: value at the top dose of about 77 µM; % is scaled to controls: 0 for no effect and ±100 for the full control effect
Target sequence (P48426 whole entry, looked up): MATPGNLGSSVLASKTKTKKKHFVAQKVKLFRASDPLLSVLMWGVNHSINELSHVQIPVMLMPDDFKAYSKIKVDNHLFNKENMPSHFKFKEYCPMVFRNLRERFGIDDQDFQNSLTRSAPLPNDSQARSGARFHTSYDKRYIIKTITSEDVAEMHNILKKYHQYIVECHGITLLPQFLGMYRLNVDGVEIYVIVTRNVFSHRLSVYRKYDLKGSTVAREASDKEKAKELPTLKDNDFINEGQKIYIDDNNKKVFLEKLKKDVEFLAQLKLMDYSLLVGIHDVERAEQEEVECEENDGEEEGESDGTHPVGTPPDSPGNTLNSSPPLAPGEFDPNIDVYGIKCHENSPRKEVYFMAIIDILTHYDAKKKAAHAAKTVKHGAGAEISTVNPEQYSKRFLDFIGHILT
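ADP-Glo luminescence end-point after a 60 min room-temperature kinase reaction. PI5P4Kalpha and substrate in HEPES pH 7.4 buffer with EGTA, 0.1% CHAPS and 5% DMSO; ATP at 5 microM final.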
DRD3 agonist = D3 dopamine receptor (human) agonism. P35462. hit rate 0.58% among 410,000. D3R DiscoveRx beta-arrestin cells, luminescence, 90 min. max activation, %. AID 652048; in the data active = max activation above about 30%; also: 0% is about no effect; mostly tested at two doses, the higher about 12 µM
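Agonist-mode cell screen: cells plated at 1500/well and incubated overnight at 37 °C, then exposed to library compounds for 90 min at 37 °C. Detection reagent was added for 30–60 min at room temperature, and luminescence was read.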
WRN inhibitor = inhibitors of human WRN helicase; WRN helicase unwinding, fluorescent forked duplex, kinetic; hit rate 0.46% among 360,000; AID 651768; Potency, µM (titrated, usually from 114 µM), without a hit: at the highest dose activity change, negative = inhibition, most hits filed as inhibitors; Q14191; also: potency is read from the fitted curve at half-maximal effect; % is scaled to controls: 0 for no effect and ±100 for the full control effect; nearly all actives have a fitted effect of over 55% in size
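Enzyme (20 nM final) and test compound sit together 15 min at room temperature before substrate addition. Substrate is a single-forked duplex oligonucleotide (100 nM) labelled with fluorophore and quencher, with 2 mM ATP; helicase unwinding raises red fluorescence, read kinetically.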
* marks the source's active call; other numbers are inactive results; u = inconclusive; x = not tested or not shown; [ ] = another dose, or the depositor's remark. Unless noted, calls follow the shape of the dose curve; as a rule, active = well fitted curve in the direction sought with a large enough effect; inconclusive = small, poorly fitted or top-dose-only effect, or another doubt; inactive = no such curve, though single readings can be large; an effect the other way counts as inactive or inconclusive.

SMILES,GLP-1R agonist,GLP1R inv ag,PLK1 PBD block,IL-2 act,GLP1R cytotox,D3 antag,PI5P4K alpha inh,DRD3 agonist,WRN inhibitor
Cc1cc(C)n2nc(C(=O)N/N=C/c3cccs3)nc2n1,6%,u,-10%,-1.9,-2%,17,-1,-5,-5%
Cc1cccc(-n2c(SCC(=O)Nc3ncc(Cl)cc3Cl)nc3ccccc32)c1,20%,u,-3%,-1.0,-5%,39,6,12,-18%
O=C(c1ccncc1)N(c1ccc(N2CCOCC2)cc1)C(c1ccccc1)c1nc2ccccc2[nH]1 (stereo not drawn),-3%,23%,u,0.7,3%,19,-16,2,-5%
CCCC(=O)Nc1cc(C(=O)N(C)CC(OC)OC)ccc1S(=O)(=O)c1ccc(C)cc1,2%,-7%,-1%,-0.1,-1%,1,-4,3,7%
COc1ccc(-n2c(C)cc(C(=O)COC(=O)c3cc(NC(=O)c4cccs4)c(OC)c(OC)c3)c2C)cc1,5%,21%,0%,-3.5,4%,6,6,0,5%
Cc1cc(C(=O)OCC(=O)c2ccc3c(c2)OCCO3)c(C)o1,-1%,-2%,-24%,-0.1,-3%,45,5,-1,-5%
CN1CCOCCOCCOCCN(C)C1=S,0%,-13%,-8%,1.5,6%,-10,1,-10,5%
Cc1ccc(C)c(OCc2cc(C(=O)N3CCN(C4CCCCC4)CC3)no2)c1,9%,u,-8%,1.2,3%,22,7,1,-15%

Following part.
SMILES,GLP-1R agonist,GLP1R inv ag,PLK1 PBD block,IL-2 act,GLP1R cytotox,D3 antag,PI5P4K alpha inh,DRD3 agonist,WRN inhibitor
Cc1cc(C)nc(SCc2ccc(C(=O)N/N=C3\CC(C)CC(C)(C)C3)cc2)n1 (stereo not drawn),-5%,16%,-6%,-0.2,5%,-3,-3,1,-5%
COc1cccc(-n2c(SCC(=O)NC3CCS(=O)(=O)C3)nc3ccccc3c2=O)c1 (stereo not drawn),-1%,-3%,-8%,1.3,u,8,-5,-2,0%
O=C(CSc1nnc(NC(=O)c2ccccc2[N+](=O)[O-])s1)NCc1ccco1,-3%,-12%,-14%,-1.4,-14%,-9,-10,-21,-17%
O=C(CSc1ncccn1)NCC1CCCO1 (stereo not drawn),-5%,19%,-8%,2.2,0%,9,-1,1,3%
Cc1ccc(NC(=O)C2=CCN(S(=O)(=O)c3ccc(F)cc3)CC2)cc1,-1%,-26%,-11%,-2.0,9%,0,-1,-11,-5%
CC1=C(C)/C(=N\OC(=O)/C=C/c2ccccc2)C=CC1=O,-11%,38%[activator],3µM*,-1.3,-15%,-12,u,1,-10%
COc1ccc(OC)c(NC(=O)Nc2nc(C(N)CCc3ccccc3)cs2)c1 (stereo not drawn),-4%,u,-7%,-0.8,2%,16,11,-2,-12%
Cc1ccc(-c2cc(-c3n[nH]c(=S)o3)c3ccccc3n2)cc1,-5%,-6%,27µM*,-1.4,1%,14,-26,1,-14%

Carrying on.
SMILES,GLP-1R agonist,GLP1R inv ag,PLK1 PBD block,IL-2 act,GLP1R cytotox,D3 antag,PI5P4K alpha inh,DRD3 agonist,WRN inhibitor
Cc1ccc(C(=O)CSc2cc(C)nc(SCC(=O)c3ccccc3)n2)cc1,2%,u,-2%,-0.8,-2%,27,-5,4,5%
CCc1cccc(C)c1NC(=S)N(CCN(C)C)C(C)c1ccco1 (stereo not drawn),-1%,u,3%,-0.6,-12%,17,-3,5,2%
CC1=C(C(=O)Nc2ccc(C)cc2)C(c2ccc(C)o2)C2=C(CC(C)(C)CC2=O)N1 (stereo not drawn),-9%,u,-10%,-2.6,-23%,-17,0,-2,2%[57.1 µM]
CCC(NS(=O)(=O)c1ccc(C)cc1)C(=O)N1CCN(c2ccccn2)CC1 (stereo not drawn),8%,3%,-6%,-3.4,-3%,-13,2,-3,0%
CC1CCCC(C)N1C(=O)Cn1c(=O)sc2ccccc21 (stereo not drawn),-5%,7%,-1%,-0.4,1%,12,-3,1,-1%
Cc1cccc(S(=O)(=O)NC(=O)C2(C)CCN2C(=O)C2(c3ccc(Cl)cc3)CCC2)c1 (stereo not drawn),-3%,u,-1%,0.0,-11%,23,-2,2,3%
CCOc1cc(S(=O)(=O)NCCc2ccccc2C)c(OCC)cc1-n1cnnn1,31%,6%,1%,-0.7,5%,-18,x,-4,-17%
Cc1ccc(NC(=O)CCC(=O)NNC(=O)COc2ccc([N+](=O)[O-])cc2)cc1C,-3%,-16%,2%,-3.0,-8%,0,0,8,-20%

Next structures follow.
SMILES,GLP-1R agonist,GLP1R inv ag,PLK1 PBD block,IL-2 act,GLP1R cytotox,D3 antag,PI5P4K alpha inh,DRD3 agonist,WRN inhibitor
COc1ccc(NC(=O)CCN2CCN(S(=O)(=O)c3ccc(C(C)C)cc3)CC2)cc1,2%,-20%,1%,-0.8,u,u,x,1,-11%
O=C(c1cccc(S(=O)(=O)Nc2ccccc2Cl)c1)N1CCN(C(=O)c2ccco2)CC1,6%,13%,-11%,-1.4,2%,1,8,16,-6%
O=C1NN=C(c2ccc(Cl)cc2)CC1c1cccc(Cl)c1 (stereo not drawn),7%,u,-1%,-0.5,1%,-61*,11,9,-15%
CCOC(=O)CCCNC(=O)c1cncc(O)c1,-6%,-6%,-7%,0.9,-5%,-17,1,-8,2%
O=S(Cc1ccccc1)CC(O)(c1ccccc1)c1ccccc1 (stereo not drawn),-8%,2%,2%,-1.8,4%,-11,-5,1,2%
Cc1ccc(C(=O)N2CCN(c3ccccc3)CC2)cc1NC(=O)c1ccco1,-7%,-19%,-7%,1.4,11%,-10,1,-2,-9%
O=C(NCC(=O)N(Cc1ccco1)C(C(=O)NC1CCCCC1)c1ccncc1)c1cccs1 (stereo not drawn),7%,-10%,-17%,-3.1,0%,0,3,3,-24%
O=C(N/N=C\c1ccccn1)C1c2ccccc2Oc2ccccc21,5%,u,1%,-0.2,-40%,7,4,0,0%

Structural class: the compounds so far containing a thiophene ring, fused or not
SMILES,GLP-1R agonist,GLP1R inv ag,PLK1 PBD block,IL-2 act,GLP1R cytotox,D3 antag,PI5P4K alpha inh,DRD3 agonist,WRN inhibitor
Cc1cc(C)n2nc(C(=O)N/N=C/c3cccs3)nc2n1,6%,u,-10%,-1.9,-2%,17,-1,-5,-5%
COc1ccc(-n2c(C)cc(C(=O)COC(=O)c3cc(NC(=O)c4cccs4)c(OC)c(OC)c3)c2C)cc1,5%,21%,0%,-3.5,4%,6,6,0,5%
O=C(NCC(=O)N(Cc1ccco1)C(C(=O)NC1CCCCC1)c1ccncc1)c1cccs1 (stereo not drawn),7%,-10%,-17%,-3.1,0%,0,3,3,-24%

Remaining list, next part.
SMILES,GLP-1R agonist,GLP1R inv ag,PLK1 PBD block,IL-2 act,GLP1R cytotox,D3 antag,PI5P4K alpha inh,DRD3 agonist,WRN inhibitor
Cc1cn([C@H]2C[C@H](O)[C@@H](/C=C/C(=O)NCc3cccc4ccccc34)O2)c(=O)[nH]c1=O,2%,24%,0%,1.0,-5%,21,-1,11,-1%
Cc1cccc(/C(N)=N/OC(=O)N2c3ccccc3Sc3ccccc32)c1,1%,u,-18%,-1.5,-17%,11,2,-1,-6%
Cc1nc2ccccc2n1CCC(=O)O,-9%,0%,1%,0.4,-4%,29,8,1,2%
Cc1ccc(NS(=O)(=O)c2cccc(C(=O)Nc3c(C)n(C)n(-c4ccccc4)c3=O)c2)cc1,-3%,-17%,-9%,-1.4,0%,9,-1,7,1%
CCCCn1c(N)c(Sc2ccccc2[N+](=O)[O-])c(=O)[nH]c1=O,1%,4%,3%,0.2,-13%,-11,-3,-10,0%
CCc1ccc(NC(=S)N(Cc2ccccc2)Cc2ccccn2)cc1,1%,u,-3%,-0.8,u,-10,0,-4,-3%
O=C(CSCc1ccc(F)cc1)Nc1ccc(N2CCOCC2)cc1N1CCOCC1,0%,33%[activator],4%,0.5,-2%,-3,6,-7,5%
CS(=O)(=O)n1nc(-c2cccnc2)nc1NCc1ccccc1,11%,44%[activator],-19%,-1.2,0%,-1,2,5,10%

Next section:
SMILES,GLP-1R agonist,GLP1R inv ag,PLK1 PBD block,IL-2 act,GLP1R cytotox,D3 antag,PI5P4K alpha inh,DRD3 agonist,WRN inhibitor
NC(=O)C1CCN(C(=O)CNC(=O)c2ccccc2)CC1,2%,8%,-3%,-2.0,9%,-2,-7,-1,9%
CC(C)COc1ccc(C(=O)OCC(=O)NCc2cccs2)cc1,0%,u,-2%,0.0,-15%,-23,0,-9,-10%
O=C(O)CCS(=O)(=O)c1nc(-c2cccs2)cc(C(F)(F)F)n1,1%,0%,u,-4.0,-4%,1,x,-13,-7%
CCN(CC(=O)Nc1ccc(NC(C)=O)cc1)C(=O)Cc1cccc2ccccc12,0%,-7%,-10%,-3.0,-3%,-16,1,-4,-30%
Cc1cccc(CCNC(=O)C2CCC(CNc3c(N4CCCC4)c(=O)c3=O)CC2)c1 (stereo not drawn),-5%,2%,-4%,-3.4,4%,u,-8,-10,6%
CCOC(=O)C1CCN(S(=O)(=O)c2ccc3c(c2)CC(C)N3C(=O)C2CC2)CC1 (stereo not drawn),5%,60%[activator],-5%,-2.8,-1%,5,0,4,9%
CC(=O)Oc1ccc(C(=O)Nc2cccc(C(=O)c3ccc(C)c(C)c3)c2)cc1,2%,13µM*,0%,0.1,u,10,-57*,4,-12%
COc1ccc(C(C#N)=C2C=CC(=NO)C(C)=C2Cl)cc1,1%,-28%,-25%,-0.3,u,0,-14,-16,-11%
O=C(Cc1cccc(NC(=O)C2CCCN(C(=O)CCc3ccccc3)C2)c1)Nc1cccc(C(=O)N2CCOCC2)c1 (stereo not drawn),6%,-6%,-1%,0.2,0%,45,-3,11,-6%
CCN1CCCC1CNC(=O)c1cc(NC(C)=O)c(N(C)C)cc1OC (stereo not drawn),-13%,-5%,1%,-0.1,0%,-88*,x,-9,7%

From PubChem

Not a hit list. About 7.8% of those tested had a hit in this group.
